# Compound activity as filed in PubChem.
# TPT1 inhibitor – inhibitors of Candida albicans tRNA 2'-phosphotransferase TPT1; 300,000 tested, 0.81% active; AID 1962; recombinant caTPT1, FP RNA substrate dephosphorylation; inhibition, % at 5 µM;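 active = inhibition above the mean of all tested compounds plus 3 SD, set per screening campaign, cut at about 24% in these data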;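 also: plate controls were DMSO alone for no effect and ferristatin control at 100 nM for full effect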
# CTSL1 counter – cathepsin L1 inhibition, PFM18AAP counter-screen. recombinant F. hepatica cathepsin L1, Z-Leu-Arg-MCA fluorescence. inhibition, % at 5.96 µM. 300,000 tested, 0.49% active. AID 1906;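 active = inhibition above the mean of all tested compounds plus 3 SD, set per screening campaign, cut at about 17% in these data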;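 also: 0% = plate median of test compound wells and 100% = 1 µM Z-Phe-Ala-diazomethylketone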
# Efflux pump inh – inhibitors of Candida antifungal efflux pumps expressed in yeast; S. cerevisiae Candida pump triplex, Nile Red efflux; inhibition, % at 10 µM; 330,000 tested, 0.44% active;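 active = plate passing quality check with inhibition over a set limit, or well fluorescence over plate mean plus 4 SD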;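 also: Nile Red retained in pooled yeast measured as flow cytometry median fluorescence; 0% = buffer negative control and 100% = Enniatin B positive control; higher means more Nile Red kept so more efflux inhibition; some compounds called inactive have numbers as strong as hits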
# procasp7 counter – counter-screen for procaspase-3 activators: activators of human procaspase-7; P55210; recombinant procaspase-7, Ac-DEVD-pNA absorbance 405 nm; D23A/D198A/D206A triple mutant, cannot self-cleave; scale: DMSO 0, 5 µM enzyme 100; activation, % at 8.5 µM; 330,000 tested, 0.093% active; AID 463210;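 active = percent activation above the screen-wide mean plus 3 SD, cut at about 25% in these data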
# Target sequence (P55210 whole entry D23A/D198A/D206A): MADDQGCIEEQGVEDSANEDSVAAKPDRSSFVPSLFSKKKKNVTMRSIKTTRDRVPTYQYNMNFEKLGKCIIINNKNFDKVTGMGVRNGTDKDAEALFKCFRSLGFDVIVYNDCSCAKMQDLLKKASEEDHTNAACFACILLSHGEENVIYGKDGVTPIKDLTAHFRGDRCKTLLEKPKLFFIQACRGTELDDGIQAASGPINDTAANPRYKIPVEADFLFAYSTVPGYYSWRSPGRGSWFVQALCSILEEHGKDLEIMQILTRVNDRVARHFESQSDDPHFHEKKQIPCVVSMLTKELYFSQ
#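 buffer or medium = Zinc-free HEPES/NaCl buffer, pH 7.4 | material = Procaspase-7 triple mutant (PC-7 D3A) | input = 2 µM procaspase-7 mutant as dispensed | signal = Epi-absorbance of released pNA at 405 nm, two timepoints | timing = 1 h preincubation, 2 h reaction | replicates = singlicate compound testing | evaluation = % activation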
# HCV core dimer – blocks dimerization of HCV core protein; AID 1899; TR-FRET GST/Flag-core106 dimerization, 1536-well; 300,000 tested, 0.33% active; inhibition, % at 5 µM;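 active = inhibition above the mean of all tested compounds plus 3 SD, set per screening campaign, cut at about 45% in these data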
#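 Test system: GST/Flag-tagged HCV core106 proteins; Medium: KF-containing HEPES buffer, pH 7.45, DTT, CHAPS, BSA; Times: compound-protein-antibody incubation 4 h at 22.5 °C; Detection: TR-FRET 671 and 617 nm emission; Benchmarks: wells lacking GST-core106 and wells with excess unlabelled core106.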
# proCasp3 act – activates human procaspase-3 | recombinant procaspase-3 D3A, Ac-DEVD-pNA absorbance 405 nm | activation, % at 8.5 µM | AID 463141 | P42574 | 330,000 tested, 0.11% active;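 active = activation above the mean of all tested compounds plus 3 SD, cut at about 21% in these data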;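 also: 0% = DMSO alone and 100% = DMSO wells spiked with extra 5 µM PC-3 D3A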
# Target sequence (P42574 whole entry D9A/D28A/D175A): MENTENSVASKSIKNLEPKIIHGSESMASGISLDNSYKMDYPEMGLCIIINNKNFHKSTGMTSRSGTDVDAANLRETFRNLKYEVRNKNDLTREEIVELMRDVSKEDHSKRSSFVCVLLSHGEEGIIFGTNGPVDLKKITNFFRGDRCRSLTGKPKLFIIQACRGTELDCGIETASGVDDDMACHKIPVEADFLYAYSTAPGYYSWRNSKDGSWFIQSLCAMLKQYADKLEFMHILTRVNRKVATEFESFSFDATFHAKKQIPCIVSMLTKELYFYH
#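 Assay system – Procaspase-3 D3A mutant, all three cleavage aspartates alanine · Controls – DMSO-only low control, 5 µM PC-3 D3A high control · Schedule – 1 h compound preincubation, 2 h substrate hydrolysis at 25 °C · Signal – 405 nm absorbance of p-nitroaniline, reads at 0 and 120 min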
# JMJD2C inh – blocks human GASC-1 demethylase activity; inhibition, % at 2.35 µM; Q9H3R0; GST-JMJD2C(1-420) H3K9me3 demethylation, DELFIA europium; 330,000 tested, 0.069% active;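 active = more than half of a compound's replicate wells show inhibition beyond 50%, single wells judged on their own value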;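 also: signal counts dimethyl H3K9 product captured on neutravidin plate; 0% = median of DMSO wells and 100% = 0.3 times that DMSO median; strong numbers were not always called active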
# PP1 counter – counter-screen for PP5 inhibitors: inhibitors of human PP1-alpha. P62136. purified PP1alpha, OMFP fluorescence. inhibition, % at 6.7 µM. 320,000 tested, 0.9% active. AID 2235;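 active = inhibition above the mean inhibition of all tested compounds plus 3 SD, computed separately for each screening campaign, cut at about 15% in these data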
# PP5 inh – PP5 (human) phosphatase inhibition | inhibition, % at 6.7 µM | P53041 | 320,000 tested, 0.18% active | purified PP5c, OMFP substrate fluorescence;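 active = inhibition above the campaign's mean inhibition across all tested compounds plus 3 SD, cut at about 9.5% in these data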;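 also: 0% = DMSO only and 100% = 100 µM cantharidin control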
# Target sequence (P53041 whole entry, looked up): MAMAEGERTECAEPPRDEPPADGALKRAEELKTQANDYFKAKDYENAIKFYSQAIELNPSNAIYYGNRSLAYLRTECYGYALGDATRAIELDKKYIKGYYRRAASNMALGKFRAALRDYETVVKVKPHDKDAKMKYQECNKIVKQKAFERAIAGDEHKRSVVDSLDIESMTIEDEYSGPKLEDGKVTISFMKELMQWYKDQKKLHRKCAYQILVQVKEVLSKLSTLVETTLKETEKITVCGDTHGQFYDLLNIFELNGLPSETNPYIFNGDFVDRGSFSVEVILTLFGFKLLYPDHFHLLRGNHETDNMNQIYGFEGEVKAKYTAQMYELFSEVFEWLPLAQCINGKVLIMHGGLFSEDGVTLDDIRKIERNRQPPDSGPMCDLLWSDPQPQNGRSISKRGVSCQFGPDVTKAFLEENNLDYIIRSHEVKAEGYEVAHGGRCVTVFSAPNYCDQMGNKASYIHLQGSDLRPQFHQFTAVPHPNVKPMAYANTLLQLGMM
# Numbers without * were called inactive; / = not tested or not shown.
SMILES,TPT1 inhibitor,CTSL1 counter,Efflux pump inh,procasp7 counter,HCV core dimer,proCasp3 act,JMJD2C inh,PP1 counter,PP5 inh
Cn1cnnc1Sc1cc(N2CCN(S(=O)(=O)c3ccc4ccccc4c3)CC2)ccc1[N+](=O)[O-],0.8,2.1,-0.1,-3.2,28.5,-3.4,32.8,9.6,4.0
CCOC(=O)N1CCN(C2=C(NS(=O)(=O)c3ccccc3)C(=O)c3ccccc3C2=O)CC1,0.5,-2.8,0.0,3.2,-6.4,1.6,2.9,-4.9,1.3
O=C(NCCC1CCCCN1S(=O)(=O)c1ccc(F)cc1)C(=O)NCCN1CCOCC1 (stereo not given),-2.1,2.2,0.0,16.9,3.0,-2.0,3.5,-7.2,-0.8
COc1ccc(NC(=O)COC(=O)c2ccc3c(c2)OCCO3)cc1OC,/,/,-0.1,10.4,/,1.8,10.2,10.0,-1.3
O=C1N/C(=C/c2cccs2)C(=O)N1Cc1ccccc1F,1.7,1.3,-0.2,4.3,-0.7,-2.5,0.4,7.1,2.3
COc1ccc(-n2ncc3c(N4CCN(c5cc(C)ccc5C)CC4)ncnc32)cc1,-1.9,-8.2,0.0,-0.3,8.5,1.1,-1.0,17.1*,2.9
CC(C)N(C(=O)CN(C#N)c1nc(N(C)C)nc(N(C)C)n1)c1ccccc1,-3.0,-0.2,-0.1,10.4,4.7,-7.4,-2.6,-4.8,-0.6
CC(=O)c1c(N2CCN(Cc3ccccc3)CC2)nc(=S)n(Cc2ccccc2)c1C,7.0,-1.6,0.1,7.6,-6.5,-2.3,49.0,1.4,-2.2
O=C1Nc2ccc([N+](=O)[O-])cc2C1(O)N1CCCCC1 (stereo not given),0.9,0.1,-0.1,-2.4,0.9,6.2,0.4,-1.8,0.6
COc1ccc(N(C(=O)c2cccnc2)S(=O)(=O)c2ccc(F)cc2)cc1,-0.1,-2.0,-0.1,3.1,-2.0,3.9,15.1,0.7,-4.3
CCCc1cc(=O)[nH]c(SCC(=O)Nc2nc(-c3ccccc3)cs2)n1,-9.6,-3.2,0.0,8.4,13.4,1.9,-25.6,1.7,2.6
CC(C)CCSc1nc(N)c(C#N)cc1C#N,-1.6,-1.2,0.6,0.4,64.1*,0.9,-5.4,-0.8,2.9
CC(C)c1ccc(Nc2nc(Cl)nc(Cl)n2)cc1,0.9,-1.1,0.1,-12.1,-5.2,-2.6,-0.9,-1.3,5.7
COC(=O)C(CC(C)C)NC(=O)c1ccc(F)cc1 (stereo not given),-0.1,7.1,-0.1,-4.3,3.6,1.9,1.2,-2.1,-0.1
O=C(c1cccc(S(=O)(=O)N2CCN(c3ccc(F)cc3)CC2)c1)N1CCCC1,/,/,-0.3,6.4,/,-1.0,-0.2,/,/
CN1C(=O)c2cccc(NCCCCCCN3C(=O)c4ccccc4C3=O)c2C1=O,-7.7,1.7,0.0,4.1,10.0,-2.7,-0.9,-0.8,0.6
Cc1nnc(-c2ccccc2)[nH]c1=O,-2.1,-1.3,0.3,3.3,-4.0,-0.7,2.7,-1.6,1.9
Cc1ccc(S(=O)(=O)c2nc(NCCCn3ccnc3)sc2Cl)cc1,-3.2,4.7,-0.1,6.7,-2.6,3.0,-4.6,-1.6,1.3
CC(=O)N/C(=N/c1nc(C)cc(C)n1)Nc1cccc(C)c1,-1.4,-4.4,0.1,3.1,8.6,10.4,-3.7,-5.4,2.7
NS(=O)(=O)c1cc(C(=O)NNC(=O)c2ccc3c(c2)OCO3)ccc1Cl,/,/,-0.1,12.2,/,10.3,-15.7,/,/
CCOc1nc(C)cc(COC)c1C(N)=O,-3.5,7.8,-0.4,-1.8,-3.9,-3.4,/,-1.4,-1.0
CCCC(C)NC(=O)COc1ccc(S(=O)(=O)c2ccc(OCC(=O)NC(C)CCC)cc2)cc1 (stereo not given),-0.3,4.3,2.7,5.4,8.3,7.6,-0.3,0.8,0.1
Cc1nnc(NC(=O)c2ccc(S(=O)(=O)N3CCc4ccccc4C3)cc2)o1,3.7,1.4,0.3,5.2,17.2,5.4,-11.4,24.1*,1.9
CCC(=O)Nc1ccc(Nc2ccccc2)cc1,2.3,3.4,-0.1,5.3,-15.6,-4.0,-2.9,-2.0,0.6
N#Cc1ccccc1OCC(=O)N1CCc2ccccc2C1,-3.1,-2.1,0.0,-6.8,1.8,-0.2,3.9,4.0,1.2
COc1ccc(C(=O)Nc2cc(C)on2)cc1OC,0.2,2.3,0.1,1.2,1.9,4.7,8.1,1.4,1.3
Cc1cc(C)n(-c2n[nH]c(C)c2[N+](=O)[O-])n1,-2.3,-2.5,0.0,8.8,-2.0,6.8,-8.7,0.5,-2.6
CSCCC(NC(=O)c1ccccc1Cl)C(=O)Nc1ccc(C)c(S(=O)(=O)N2CCOCC2)c1 (stereo not given),2.2,2.8,-0.2,17.9,-4.6,3.3,26.6,0.0,3.6
Clc1ccccc1CSc1nncn1-c1cccnc1,-0.8,4.9,0.1,1.2,-1.9,3.5,68.5,-5.7,0.2
O=C(N/N=C/c1sc(N2CCOCC2)nc1-c1ccccc1)c1ccccc1F,-2.3,0.4,0.0,-4.7,1.0,3.4,/,-3.1,0.1
CC1=C(C(=O)NCc2ccccc2)C(c2cccs2)NC(=S)N1 (stereo not given),-2.9,-0.1,0.1,2.3,-0.1,-5.0,-9.4,-2.5,2.9
C=CCn1c(SCC(=O)Nc2c(C)cccc2C)nnc1-c1ccncc1,-5.6,-0.1,-0.1,4.8,1.5,-2.2,21.4,-3.5,-0.5
Cc1ccc(C(=O)COC(=O)c2ccncc2)cc1[N+](=O)[O-],1.3,-5.1,0.4,5.5,14.7,2.3,-0.3,0.8,1.1
C=CCNC(=O)C1CCCN(S(=O)(=O)c2ccc(-n3cnnn3)cc2)C1 (stereo not given),-4.2,2.5,-0.1,-4.7,-15.1,4.8,-1.6,1.1,1.7
O=C(NCC1CCCO1)C1CC(=O)N(c2ccc(F)c(Cl)c2)C1 (stereo not given),-5.3,-0.7,0.0,3.5,14.7,4.6,4.3,-4.2,-0.3
C/C(CCc1ccccc1)=N\NC(=O)C(=O)Nc1cccc(Cl)c1,-1.5,-0.7,0.2,4.0,6.8,1.0,-5.7,-4.2,1.9
O=c1[nH]cc(NCCNc2ncc(C(F)(F)F)cc2Cl)c(=O)[nH]1,0.9,-1.3,-0.1,3.4,-0.7,9.6,8.0,2.1,3.7
O=C(Cn1nnc2c(cnn2-c2ccccc2)c1=O)NCc1cccs1,-1.6,1.2,-0.1,1.7,-1.1,3.2,1.1,1.9,3.3
NNC(=O)Cn1nc2n(c1=O)-c1ccccc1SC2,1.6,0.9,0.1,0.5,0.1,-2.2,7.2,-5.4,1.6
COc1ccccc1NC(=O)CSC1CC(=O)N(c2ccc3c(c2)OCO3)C1=O (stereo not given),2.7,5.5,0.1,-27.6,2.6,-14.3,0.9,-9.9,2.7
COc1ccccc1-c1cc2nc(C)c(CCC(=O)NC(C)CCc3ccco3)c(C)n2n1 (stereo not given),-1.3,1.2,0.2,3.5,-4.6,-0.3,-2.2,-2.8,3.1
O=C(NCc1ccc2c(c1)OCO2)C1CC(=O)N(c2ccc(Cl)cc2)C1 (stereo not given),-2.5,1.3,-0.1,16.6,9.2,6.7,7.1,-2.4,1.2
O=c1c2ccccc2nc(-c2ccc(F)cc2)n1NCc1ccccc1O,1.5,3.9,0.0,-7.1,12.4,3.8,-4.5,1.1,2.3
CC(=O)c1cccc(N(CC(=O)O)S(C)(=O)=O)c1,1.2,6.1,-0.1,2.2,-13.1,-4.5,-3.6,2.9,0.3
COC(=O)c1cc2ccccc2n1S(=O)(=O)c1ccccc1,-7.4,2.6,0.0,18.1,1.5,5.2,9.1,-1.4,0.1

# Just TPT1 inhibitor, procasp7 counter and PP1 counter, for two of the compounds above:
mol,TPT1 inhibitor,procasp7 counter,PP1 counter
C/C(CCc1ccccc1)=N\NC(=O)C(=O)Nc1cccc(Cl)c1,-1.5,4.0,-4.2
COC(=O)c1cc2ccccc2n1S(=O)(=O)c1ccccc1,-7.4,18.1,-1.4

# (list continues)
SMILES,TPT1 inhibitor,CTSL1 counter,Efflux pump inh,procasp7 counter,HCV core dimer,proCasp3 act,JMJD2C inh,PP1 counter,PP5 inh
CC(C)(C)NC(=S)N1CCC(C(=O)c2ccc(F)cc2)CC1,-0.2,1.4,-0.1,-4.4,2.5,-2.1,0.2,2.8,-0.4
Cc1cc(C)c2nc(C)cc(Nc3ccc(C(=O)N(C)C)cc3)c2c1,0.5,-0.6,0.0,-3.6,4.2,-8.9,-1.7,-7.1,-2.5
O=C1Nc2ccccc2CCc2ccccc21,/,/,-0.1,-3.2,/,5.2,-2.1,2.0,-1.7
Cc1ccccc1-n1c(C)nnc1SCc1cc(=O)oc2ccc3ccccc3c12,-5.9,0.7,0.1,-10.4,-0.4,-13.1,-3.2,4.9,2.4
O=C(O)COc1ccccc1/C=N/Nc1ccc(S(=O)(=O)Nc2ccc(Cl)cc2)cc1[N+](=O)[O-],0.2,4.1,-0.2,-18.1,15.7,-3.6,-5.0,18.9*,3.8
CSc1nsc(N/N=C/c2ccccc2)c1C#N,2.7,0.5,0.1,15.6,-0.3,8.1,-0.6,0.1,2.3
C/C(=N/NC(=O)CN1CCN(S(=O)(=O)c2ccc(C)cc2)CC1)c1ccco1,-2.8,1.4,-0.1,7.3,0.5,-3.6,1.9,1.6,-2.5
O=c1c2[nH]c3ccccc3c2ncn1CCN1CCCCC1,-0.4,-2.0,0.0,7.5,-2.7,-3.8,1.4,-0.1,2.4
CCCC(C(=O)NC1CCCC1)N(Cc1cccs1)C(=O)c1snc(C(N)=O)c1N (stereo not given),4.0,2.6,-0.4,3.0,-1.9,3.1,44.6,-0.6,3.0
COc1ccccc1N1CCN(C2CCCN(C(=O)c3snnc3C)C2)CC1 (stereo not given),-2.1,-4.0,-0.1,8.5,4.5,4.6,0.3,0.6,1.6
COc1ccc(CCN(Cc2ccccn2)C(=S)Nc2ccccc2C)cc1OC,-2.4,-2.4,-0.1,2.4,-8.3,-0.3,13.6,-0.3,-0.1
COc1cc(NC(=O)C2CCC(CNS(=O)(=O)c3csc(C(N)=O)c3)CC2)cc(OC)c1 (stereo not given),1.4,-5.5,0.0,0.2,1.9,-1.7,24.0,3.8,-0.3
Cc1cc(C)c2c(CC(=O)NCCc3ccccc3)coc2c1,0.2,-1.8,0.0,14.9,0.7,-2.9,2.8,-1.2,0.3

# Structural class: the compounds so far with a COOH group.
SMILES,TPT1 inhibitor,CTSL1 counter,Efflux pump inh,procasp7 counter,HCV core dimer,proCasp3 act,JMJD2C inh,PP1 counter,PP5 inh
CC(=O)c1cccc(N(CC(=O)O)S(C)(=O)=O)c1,1.2,6.1,-0.1,2.2,-13.1,-4.5,-3.6,2.9,0.3
O=C(O)COc1ccccc1/C=N/Nc1ccc(S(=O)(=O)Nc2ccc(Cl)cc2)cc1[N+](=O)[O-],0.2,4.1,-0.2,-18.1,15.7,-3.6,-5.0,18.9*,3.8
